RGS4 block = inhibitors of human RGS4. P49798. HEK293 M3R/RGS4 inducible, Fluo-4 calcium flux; active compounds read high; triggered by carbachol at its EC20. B-score at 10 µM. 0.45% of 310,000 active. AID 463165;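 active = B-score, a plate-corrected calcium signal, over three deviations above library mean, with baseline fluorescence within five deviations of library mean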;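 also: RGS4 expression induced by doxycycline in cells with stable M3 receptor; B-score is computed from the integrated fluorescence ratio over baseline after carbachol; higher B-score means a larger calcium signal and so more RGS4 inhibition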
Target sequence (P49798 whole entry, looked up): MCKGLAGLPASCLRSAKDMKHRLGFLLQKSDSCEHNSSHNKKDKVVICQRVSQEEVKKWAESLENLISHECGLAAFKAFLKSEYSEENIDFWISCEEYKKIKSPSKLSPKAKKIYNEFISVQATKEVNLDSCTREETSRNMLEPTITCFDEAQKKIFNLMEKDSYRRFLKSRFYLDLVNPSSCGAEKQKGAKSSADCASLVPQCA
RGS4 act = RGS4 potentiation or activation; AID 463111; 0.92% of 310,000 active; B-score at 10 µM; HEK293 M3R/inducible RGS4, carbachol calcium flux Fluo4; active compounds read low;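 active = B-score of the integrated calcium signal more than 4 SD below the library mean, with starting fluorescence not abnormally high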;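 also: negative B-score means reduced calcium response which marks RGS4 activation or potentiation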
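System – HEK293 FlpIn-TREx cells, stable M3R, doxycycline-inducible RGS4 · Reagent – ECmax carbachol challenge · Times – compound preincubation 20 min at room temperature before agonist · Technique – Fluo4 fluorescence kinetic imaging of calcium · Measure – B score of integrated Fluo4 ratio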
MrgX1 antag = human MrgX1 receptor antagonism, primary screen; AID 588676; MRGX1-HEK293 calcium flux, Fluo-4, BAM8-22 antagonism; active compounds read low; B-score at 10 µM; 1.3% of 310,000 active; Q96LB2;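 active = calcium-response B-score plate-corrected more than 3 library SD below zero, starting fluorescence within 5 deviations, no agonist response on first addition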;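 also: peak minus trough fluorescence over baseline after final BAM8-22 challenge near maximal dose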
Target sequence (Q96LB2 whole entry, looked up): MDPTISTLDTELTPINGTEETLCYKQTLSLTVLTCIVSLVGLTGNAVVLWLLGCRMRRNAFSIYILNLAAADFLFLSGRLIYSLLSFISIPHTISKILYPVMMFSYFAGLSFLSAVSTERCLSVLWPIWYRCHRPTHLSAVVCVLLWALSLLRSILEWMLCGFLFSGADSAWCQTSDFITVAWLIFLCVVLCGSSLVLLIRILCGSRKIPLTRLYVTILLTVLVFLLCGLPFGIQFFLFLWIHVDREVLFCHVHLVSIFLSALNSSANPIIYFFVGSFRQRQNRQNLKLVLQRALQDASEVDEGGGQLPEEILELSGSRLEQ
SKKanGAS inh = blocks kanamycin growth of S. pyogenes SKKanGAS strain; BacTiter-Glo, 6 h; inhibition, % at 7.5 µM; 1.3% of 300,000 active; AID 1662;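 active = mean replicate score, as percent of positive control median, at least 50; inconclusive = mean below 50 but one replicate at or above 50; inactive = mean and every replicate below 50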;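 also: strain carries kanamycin resistance gene driven by streptokinase promoter and grows in 40 µg/ml kanamycin; loss of luminescence reflects streptokinase promoter inhibition or plain growth inhibition; 0% = median of DMSO wells and 100% = positive control at its reference dose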
MrgX1 PAM = allosterically activates human MrgX1 receptor signaling; 0.63% of 310,000 active; AID 588675; B-score at 10 µM; MrgX1-HEK293, Fluo-4 calcium flux, FDSS; active compounds read high; Q96LB2;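 active = plate-corrected calcium response at least 3 library SD above typical, normal starting fluorescence, not activating the receptor alone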;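 also: compound read alongside a low EC10 to EC30 dose of BAM8-22 agonist; peak minus trough fluorescence over baseline measured at the second addition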
TRPC6 act = activators of mouse TRPC6 channel; HEK293-TRPC6 membrane potential dye fluorescence; active compounds read high; B-score at 10 µM; 0.13% of 310,000 active;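 active = B-score of the integrated fluorescence ratio above library mean plus 3 SD, and starting fluorescence ratio within library mean plus 5 SD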;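 also: higher score means more depolarization so channel activation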
TMEM16A inh = mouse TMEM16A channel inhibition, primary screen; AID 588511; 1.2% of 310,000 active; normalized B-score (activity score, 25-100; higher = stronger inhibition) at 10 µM; HEK293 TMEM16A/YFP iodide influx fluorescence, ionomycin;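 active = ratio plate-corrected score three or more library SD toward inhibition, starting fluorescence score within five deviations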;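 also: score derived from kinetic fluorescence span divided by baseline fluorescence per well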
MrgX1 ag = agonists of human MrgX1 receptor. 0.44% of 310,000 active. AID 588627. B-score at 10 µM. Q96LB2. MrgX1-HEK293 cells, Fluo-4 calcium fluorescence, agonist mode; active compounds read high;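 active = calcium response B-score plate-corrected fluorescence ratio at least 3 library SD, with starting fluorescence B-score inside 5 SD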
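Test system: HEK293 cells stably expressing human MrgX1 receptor; Input: fifteen thousand cells per well; Dosing: compound delivered in addition one of three; Schedule: overnight seeding, then 1 h dark dye loading; Technique: Fluo-4 NW calcium fluorescence; Measure: B-scored fluorescence response ratio; Controls: positive and negative controls per plate.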
ANO1 activ = mouse TMEM16A channel activation, primary screen; HEK293 TMEM16A/YFP-H148Q/I152L, iodide quench fluorescence; active compounds read low; AID 623877; Q8BHY3; B-score at 10 µM; 0.3% of 340,000 active;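 active = fluorescence-ratio B-score plate-corrected deviation score at least 3 library SD below zero, with starting fluorescence score within 5 deviations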;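 also: channel opened by trigger with iodide after compound preincubation; score built on the fluorescence ratio of max minus min over baseline; more negative score means more quench and so TMEM16A activation or potentiation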
TRPC6 inh = mouse TRPC6 channel inhibition; Q61143; HEK293-TRPC6, membrane potential dye, ACh-evoked depolarization; active compounds read low; B-score at 10 µM; 1.1% of 310,000 active;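 active = B-score under library mean minus 3 SD, initial fluorescence not abnormally high, positive integrated signal ratio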;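 also: B-score derived from integrated fluorescence ratio over the kinetic read; more negative B-score means stronger inhibition of depolarization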
HDAC3 inh = human HDAC3 inhibition. recombinant HDAC3, fluorogenic peptide/trypsin coupled, fluorescence. inhibition, % at 8.3 µM. 0.15% of 320,000 active. AID 2718; in the data active = inhibition above about 26%, passing the limit was not always enough; inconclusive = no clear call, values can overlap the other calls
Target sequence (O15379 whole entry, looked up): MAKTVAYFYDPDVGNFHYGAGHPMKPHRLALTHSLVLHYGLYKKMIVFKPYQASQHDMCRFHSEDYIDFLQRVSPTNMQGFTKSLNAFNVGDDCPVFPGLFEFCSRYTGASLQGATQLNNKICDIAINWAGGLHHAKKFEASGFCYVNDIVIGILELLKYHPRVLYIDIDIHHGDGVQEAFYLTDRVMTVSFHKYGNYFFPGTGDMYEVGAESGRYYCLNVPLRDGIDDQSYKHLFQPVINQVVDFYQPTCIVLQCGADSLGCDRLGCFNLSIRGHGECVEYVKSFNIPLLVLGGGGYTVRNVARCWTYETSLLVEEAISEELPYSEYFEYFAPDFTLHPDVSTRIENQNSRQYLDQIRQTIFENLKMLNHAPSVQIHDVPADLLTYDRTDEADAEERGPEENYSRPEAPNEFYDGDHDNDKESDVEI
An asterisk follows results filed as active; i = inactive; ? = inconclusive; nt = no result given.

SMILES | RGS4 block | RGS4 act | MrgX1 antag | SKKanGAS inh | MrgX1 PAM | TRPC6 act | TMEM16A inh | MrgX1 ag | ANO1 activ | TRPC6 inh | HDAC3 inh
COc1cccc(CNS(=O)(=O)c2c(C)nc3sccn3c2=O)c1 | i | i | i | -6 | i | i | i | i | i | i | 4
CC(CNc1ccc([N+](=O)[O-])cc1)NC(=O)c1ccccc1Br (stereo unspecified) | i | i | i | 0 | i | i | i | i | i | i | 11
CC(=O)c1ccc(NC(=O)c2cc(C)nc3ccccc23)cc1 | i | i | i | 3 | i | i | i | i | i | i | -9
COC(=O)Cc1nc(Nc2ccccc2)sc1C | i | i | i | 9 | i | i | i | i | i | i | -5
O=C(O)/C=C/C(=O)N1CCN(c2ccccc2F)CC1 | i | i | i | 0 | i | i | i | i | i | i | -1
COc1ccccc1NC(=O)CSc1nnc(Cc2ccccc2)o1 | i | i | i | 1 | i | i | i | i | i | i | ?
Cc1ccc(Cl)cc1N1CCN(C(=O)Cc2c(C(=O)O)[nH]c3ccccc23)CC1 | i | i | i | 1 | i | i | i | i | i | i | 12
CCOC(=O)C1CCN(Cc2ccccc2C(F)(F)F)CC1 | i | i | i | -5 | i | i | i | i | i | i | -3
COc1ccc(C(C(=O)NCC2CCCO2)N(Cc2ccccc2)C(=O)c2snc(C(N)=O)c2N)cc1OC (stereo unspecified) | i | i | i | 0 | i | i | i | i | i | i | 1
CC1(C)CC(=O)C2=C(C1)NC1=C(C(=O)c3ccccc31)C2c1ccc(O)cc1 (stereo unspecified) | i | i | i | 1 | i | i | i | i | i | i | 3
COc1ccccc1NC(=S)NNC(=O)c1ccncc1 | i | i | i | 2 | i | i | i | 28* | i | i | 9
COc1cccc(NC(=O)CN(C)C(=O)c2cn(-c3ccccc3)nc2-c2cccs2)c1 | i | i | i | 13 | i | i | i | i | i | i | 1
C[C@H](NC(=O)NCCc1ccccc1)C(=O)O | i | i | i | 0 | i | i | i | i | i | i | 2
O=[N+]([O-])c1cc(C(F)(F)F)ccc1NCCCN1CCOCC1 | i | i | i | -10 | i | i | i | i | i | i | 0
O=C(/C=C/Nc1ccc(F)cc1F)c1ccco1 | i | i | i | -10 | i | i | i | i | i | i | 2
COCCOC(=O)C1=C(C)NC2=C(C(=O)CCC2)C1c1cc2c(cc1Br)OCO2 (stereo unspecified) | i | i | i | -3 | i | i | i | i | i | i | 3
CN(C)c1ccc(/C=C/C=N/Nc2nc(N3CCOCC3)nc(N3CCOCC3)n2)cc1 | i | i | i | 6 | i | i | i | i | i | i | 7
CCOC(=O)C1C(C)=CC(=O)CC1c1ccco1 (stereo unspecified) | i | i | i | -3 | i | i | i | i | i | i | -3
Fc1ccc(COc2ccc(-c3nnco3)cc2)c(Cl)c1 | i | i | i | -6 | i | i | i | i | i | i | 3
O=C(Nc1ccc(S(=O)(=O)N2CCOCC2)cc1)c1cccs1 | i | i | i | -2 | i | i | i | i | i | i | -4
CCOC(=O)c1cc(C#N)c(N2CCN(C)CC2)nc1-c1ccccc1 | i | i | i | 0 | i | i | i | i | i | i | -4
CCOc1ccccc1NC(=O)Cn1nnc(C(=O)NCCc2ccc(OC)c(OC)c2)c1N | i | i | i | 0 | i | i | i | i | i | i | -7
Cn1ncc(Br)c1C(=O)N1CCN(C(=O)c2ccco2)CC1 | i | i | i | -3 | i | i | i | i | i | i | 1
Cc1nc(NC(=O)CN2CCOCC2)sc1C(=O)N(C)C | i | i | i | -1 | i | i | i | i | i | i | -3
CCn1c(SCc2nc3ccccc3[nH]2)nnc1-c1ccc(OC)cc1 | i | i | i | 4 | i | i | i | i | i | i | 3
(list continues)
SMILES | RGS4 block | RGS4 act | MrgX1 antag | SKKanGAS inh | MrgX1 PAM | TRPC6 act | TMEM16A inh | MrgX1 ag | ANO1 activ | TRPC6 inh | HDAC3 inh
CCc1ccc(CNc2ccc3c(c2)ncn3CC)cc1 | i | i | i | 31 | i | i | i | 30* | -6.9* | -5* | 0
CC(C)(C)NC(=O)CN(C(=O)C(=O)Nc1ccc2c(c1)OCCO2)C(C)(C)C | i | i | i | 10 | i | i | i | i | i | i | 10
CCN(CC)S(=O)(=O)c1ccc(NC(=O)C2c3ccccc3Oc3ccccc32)cc1 | i | i | i | 4 | i | i | i | i | i | i | nt
COc1ccc(OC)c(NC(=O)CSC2=C(C#N)C(c3ccco3)C3=C(CCCC3=O)N2)c1 (stereo unspecified) | i | i | i | 6 | i | i | i | i | i | i | 3
CS(=O)(=O)N(CC(=O)NC1CCCCC1)Cc1ccc(Cl)cc1 | i | i | i | 2 | i | i | i | i | i | i | 2
CCOc1ccc(NC(=O)CSc2nc(C3CC3)nc3ccccc23)cc1 | i | i | i | -6 | i | i | i | i | i | i | -7
Cc1cccc(NC(=O)CSc2nc(N)cc(N)n2)c1 | i | i | i | -3 | i | i | i | i | i | i | 0
Cc1cccc(/C(N)=N/OC(=O)c2cccc3ccccc23)c1 | i | i | i | 6 | i | i | i | i | i | i | nt
Cn1cccc1/C=N/N1CCN(c2ccccc2)CC1 | i | i | i | 8 | i | i | i | i | i | i | 3
COC(=O)c1cccc(NC(=O)c2onc3c2CCCC3)c1 | i | i | i | -3 | i | i | i | i | i | i | -2
CC(C)CC1NC(=S)N(Cc2ccccc2)C1=O (stereo unspecified) | i | i | i | 16 | i | i | i | i | i | i | -1
CN1CCN(C2=NC(=O)/C(=C/c3ccccc3OS(=O)(=O)c3ccccc3)S2)CC1 | i | i | i | -3 | i | i | i | i | i | i | 7
O=C(NCc1cccnc1)C(=O)NC1CCCCC1 | i | i | i | -1 | i | i | i | i | i | i | -7
COc1ccc(CNC(=O)C/C(C)=N/NC(=O)C23CC4CC(CC(C4)C2)C3)cc1 | i | i | i | 0 | i | i | i | i | i | i | 1
Cc1ccc(S(=O)(=O)n2nc(OC(=O)c3cccc(F)c3)cc2N)cc1 | i | i | i | 3 | i | i | i | i | i | i | 0
CCOC(=O)c1c(NC(=O)c2ccccc2)sc2c(O)c(CN(CC)CC)ccc12 | i | i | i | 3 | i | i | i | i | i | i | 10
CCS(=O)(=O)Nc1cccc(C2=NN(C(=O)c3ccco3)C(c3ccco3)C2)c1 (stereo unspecified) | i | i | i | 2 | i | i | i | i | i | i | 2
CCc1ccc(Nc2nnc(SCC(=O)Nc3sccc3C(N)=O)s2)cc1 | i | i | i | -1 | i | i | i | i | i | i | 8
O=C(Nc1ccc(N2CCN(C(=O)c3ccco3)CC2)cc1)c1ccccc1 | i | i | i | 1 | i | i | i | i | i | i | -11
CCN(CC)c1ccc(NC(=O)CSc2n[nH]c(-c3ccco3)n2)cc1 | i | i | i | 27 | i | i | i | i | i | i | nt
Cc1c(NC(=O)COC(=O)CCC(=O)c2ccc(Cl)cc2)c(=O)n(-c2ccccc2)n1C | i | i | i | 4 | i | i | i | i | i | i | 9
N#Cc1c(Nc2ccccc2)sc(C(=O)c2ccccc2)c1N | i | i | i | 3 | i | i | i | i | i | i | -12
O=C(CCc1ccc(S(=O)(=O)N2CCOCC2)cc1)Nc1cc(Cl)ccc1N1CCOCC1 | i | i | i | 6 | i | i | i | i | i | i | 1
O=C(O)c1ccc2nc(-c3ccccc3)sc2c1 | i | i | i | 9 | i | i | i | i | i | i | -2
Cc1nnc(-c2cnn(C)c2N)n1CCCN(C)C | i | i | i | 7 | i | i | i | i | i | i | 4
Next part.
SMILES | RGS4 block | RGS4 act | MrgX1 antag | SKKanGAS inh | MrgX1 PAM | TRPC6 act | TMEM16A inh | MrgX1 ag | ANO1 activ | TRPC6 inh | HDAC3 inh
Cc1ccc2oc(-c3ccc(NC(=O)c4ccc5c(c4)OCO5)cc3)nc2c1 | i | i | i | -5 | i | i | i | i | i | i | 1
CC(C)OC(=O)COc1ccc(-c2ccccc2)cc1 | i | i | i | 8 | i | i | i | i | i | i | 1
Cc1nc(C(C)NC(=O)CCc2nnc(CCCc3ccccc3)o2)c(C)s1 (stereo unspecified) | i | i | i | 0 | i | i | i | i | i | i | -2
O=C(NCCCN1CCN(Cc2ccccc2Cl)CC1)Nc1ccccc1 | i | i | i | -5 | i | i | i | i | i | i | -1
NC(N)=NC1=NC(=O)C(Cc2ccccc2)S1 (stereo unspecified) | i | i | i | -14 | i | i | i | i | i | i | 8
COc1ccc(N2CCN(c3nc(Nc4ccc(C)c(F)c4)nc(N4CCCC4)n3)CC2)cc1 | i | i | i | 22 | i | i | i | i | i | i | -5
O=C(NCC(O)c1ccccc1)c1ccc(Cl)c(S(=O)(=O)N2CCCCC2)c1 (stereo unspecified) | i | i | i | -2 | i | i | 25* | i | i | i | 2
COc1cccc(NC(=O)CN2C(=O)COc3ccc(C)cc32)c1 | i | i | i | -4 | i | i | i | i | i | i | -2
CC(C)(C)OC(=O)NCCCC1=CC2=CC(=O)C(C)(OC(=O)C3CCCC3)C(=O)C2=CO1 (stereo unspecified) | i | i | i | 8 | i | i | i | i | nt | i | 2
C/C(CC(C)(C)C1CCCCC1)=N\NC(N)=S | i | i | -8.7* | -6 | i | i | i | i | i | i | 3
COC(=O)c1c(NC(=O)c2ccc(C)c(S(=O)(=O)Nc3ccccc3C)c2)sc2c1CCCC2 | i | i | i | 25 | i | i | i | i | i | i | 2
O=C(CCNc1cc(Cl)cc(Cl)c1)c1ccco1 | i | i | i | 10 | i | i | i | i | i | i | 15
CCOC(=O)N/N=C1\CCS(=O)(=O)c2ccc(Cl)cc21 | i | i | i | -2 | i | i | i | i | i | i | -2
Cn1c(N)c(N2CCN(c3ccccc3)CC2)c(=O)[nH]c1=O | i | i | i | -7 | i | i | i | i | i | i | -3

Sorted by heavy-atom count (rising): some entries from above.
SMILES | RGS4 block | RGS4 act | MrgX1 antag | SKKanGAS inh | MrgX1 PAM | TRPC6 act | TMEM16A inh | MrgX1 ag | ANO1 activ | TRPC6 inh | HDAC3 inh
COc1cccc(CNS(=O)(=O)c2c(C)nc3sccn3c2=O)c1 | i | i | i | -6 | i | i | i | i | i | i | 4
CCOC(=O)c1c(NC(=O)c2ccccc2)sc2c(O)c(CN(CC)CC)ccc12 | i | i | i | 3 | i | i | i | i | i | i | 10
COc1cccc(NC(=O)CN(C)C(=O)c2cn(-c3ccccc3)nc2-c2cccs2)c1 | i | i | i | 13 | i | i | i | i | i | i | 1

Source: PubChem BioAssay
